# AMA1-RON2 inh – disrupts binding of P. falciparum AMA1 to RON2. AlphaScreen AMA1-biotinylated RON2 peptide binding. Potency, µM (series often up to 58.2 µM), inactives show top-dose activity change, negative = inhibition, actives largely listed as inhibitors. 0.2% of 360,000 active. AID 720542;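 also: potency is read from the fitted curve at half-maximal effect; 0% = vehicle wells and -100% = peptide control; nearly all actives have a fitted effect of over 45% in size; some results filed as inactive show a strong effect at the top dose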
#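 AMA1 (3D7) with his tag at 25 nM final met compounds first, then biotinylated RON2 peptide at 25 nM; detection used donor plus acceptor beads, 10 µg/mL apiece, read by AlphaScreen after 30 min at room temperature.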
# Pf growth 96h – P. falciparum growth inhibition at 96 hours. Potency, µM (top dose mostly 28.7 µM), for the others: top-dose activity change, negative = inhibition, usual class: inhibitors. 6.9% of 320,000 active. P. falciparum luciferase reporter growth, 96 h. AID 504834; also: potency is read from the fitted curve at half-maximal effect; % is scaled to controls: 0 for no effect and ±100 for the full control effect
#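 Plates of compound plus infected erythrocytes (2% hematocrit, 0.05% parasitemia final) incubate 96 hours, 37 C, 5% CO2. Detection reagent added; reduced luminescence from the parasites' luciferase reporter flags inhibition.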
# LmPK inh – inhibitors of Leishmania mexicana pyruvate kinase | AID 1721 | Potency, µM (top dose mostly 57.5 µM), for the others: at the highest dose activity change, negative = inhibition, actives largely listed as inhibitors | Q27686 | 0.37% of 290,000 active | purified LmPK, Kinase-Glo ATP luminescence, 1 h; also: potency is read from the fitted curve at half-maximal effect; % is scaled to controls: 0 for no effect and ±100 for the full control effect
# Target sequence (Q27686 whole entry, looked up): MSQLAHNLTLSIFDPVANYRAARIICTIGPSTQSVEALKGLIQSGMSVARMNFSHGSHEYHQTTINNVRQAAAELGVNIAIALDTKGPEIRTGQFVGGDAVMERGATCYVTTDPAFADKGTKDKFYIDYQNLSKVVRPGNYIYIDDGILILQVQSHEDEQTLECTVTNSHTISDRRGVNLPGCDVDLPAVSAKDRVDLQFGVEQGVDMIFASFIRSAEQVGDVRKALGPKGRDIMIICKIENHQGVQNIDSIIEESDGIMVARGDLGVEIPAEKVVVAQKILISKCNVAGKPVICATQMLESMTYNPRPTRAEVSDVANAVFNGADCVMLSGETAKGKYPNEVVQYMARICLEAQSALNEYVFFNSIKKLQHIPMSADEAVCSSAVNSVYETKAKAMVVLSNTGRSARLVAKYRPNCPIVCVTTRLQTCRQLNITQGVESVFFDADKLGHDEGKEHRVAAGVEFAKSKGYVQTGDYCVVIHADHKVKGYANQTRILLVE
#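 qHTS format; LmPK 0.1 nM; substrates PEP 0.5 mM and ADP 0.1 mM. One-hour room-temperature incubation, then coupled luciferase luminescence; 0.5 nM enzyme wells mark activation.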
# TbPYK inhibitor – T. brucei pyruvate kinase inhibition | Q57TT1 | TbPYK enzyme, Kinase-Glo Plus ATP luminescence, 45 min | Potency, µM (top dose mostly 76.8 µM), for inactives: top-dose activity, negative = inhibition, actives largely listed as inhibitors | 0.12% of 410,000 active; also: potency is read from the fitted curve at half-maximal effect; % is scaled to controls: 0 for no effect and ±100 for the full control effect; nearly all actives have a fitted effect of over 50% in size
#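 In this concentration-response screen, enzyme-free wells defined baseline while DMSO plates tracked drift. Each reaction combined TbPYK, substrate, compound and 130 uM ADP for 45 min at room temperature. Kinase-Glo Plus luminescence gave the signal.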
# Shiga toxin inh – Shiga toxin inhibition; AID 2315; inhibition, % at 38.7 µM; 9.2% of 290,000 active; Vero cells, Shiga toxin protein synthesis inhibition reporter; in the data active = inhibition mostly above about 28%, no sharp cut-off; inactive = mostly below about 43%; also: 0% is about no effect
# Pf growth 48h – inhibits P. falciparum growth in the first generation, 48 h | P. falciparum luciferase growth in erythrocytes, 48 h | 5.9% of 310,000 active | Potency, µM (doses to about 28.7 µM), for the others: top-dose activity change, negative = inhibition, hits mostly inhibitors; also: potency is read from the fitted curve at half-maximal effect; % is scaled to controls: 0 for no effect and ±100 for the full control effect
#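 In quantitative HTS format, infected erythrocytes bearing luciferase-reporter parasites were treated for a single generation at 37 C. Luminescence after adding detection reagent served as the growth measure.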
# Cycloheximide cs – counter-screen for Shiga toxin inhibitors: cycloheximide protein synthesis inhibition | max response, % | cell reporter, cycloheximide protein synthesis inhibition counterscreen | AID 2314 | 12% of 300,000 active; in the data active = max response mostly above about 13%, no sharp cut-off; inactive = mostly below about 14%; also: read at 38.3 µM for the half of the compounds with a filed dose; 0% is about no effect
# Numbers without * were called inactive; ? = inconclusive; nt = no result given; & = joins results of further samples; [ ] = another dose, or the depositor's remark. Unless noted, calls follow the shape of the dose curve; as a rule, active = well fitted curve in the direction sought with a large enough effect; inconclusive = small, poorly fitted or top-dose-only effect, or another doubt; inactive = no such curve, though single readings can be large; an effect the other way counts as inactive or inconclusive. This is a random part of the collection (roughly 21% active in at least one column).
SMILES,AMA1-RON2 inh,Pf growth 96h,LmPK inh,TbPYK inhibitor,Shiga toxin inh,Pf growth 48h,Cycloheximide cs
CCCc1nnc(NC(=O)CCC(=O)N2CCCCCC2)s1,-6.0%,-25.6%,-2.4%,3.5%,-14.0,?,11.0
CN(CCOC(=O)c1ccc2c(c1)OCCO2)C(C)(C)C,-0.7%,57.4%,-9.3%,4.0%,23.0,12.1%,16.7*
CC(C)CN(c1ccccc1)S(=O)(=O)c1nnc(NC(=O)c2ccco2)s1,23.0%,206.7%[activator],10.7%,3.6%&-6.1%,-9.5,11.7%,2.8
CN=C(Nc1cc(C)nn1-c1ccccc1)c1ccc(F)cc1,-0.1%,7.5%,2.2%,-3.9%,-3.8,6.6%,-2.2
COc1ccc(CCNC(=O)C(=O)NCC2OCCN2S(=O)(=O)c2ccc(Br)cc2)cc1OC (centres undefined),-0.9%,?,-0.6%,-12.6%,-9.8,-13.7%,-2.1
O=C(Cn1cc2c(n1)CCCCC2)NC1CCCCCC1,5.9%,13.6%,-2.7%,-3.0%,42.5,45.4%[activator],21.5
FC(F)(F)c1ccc(N2CCOCC2)c(NC2=NCCCCC2)c1,-7.3%,30.3%[activator],-2.2%,3.2%,-11.8,6.9%,-3.1
CC1(C)CC(=O)C(CCCN2C(=O)c3ccccc3C2=O)C(=O)C1,-6.9%,nt,3.5%,1.5%,-7.2,15.8%,-2.3
NS(=O)(=O)c1ccc(N=Cc2c(O)n(-c3nccs3)c(=O)c3ccccc23)cc1,-22.9%,?,-13.4%,2.3%,-2.5,4.65µM*,0.2
COc1ccc(OC)c(C(C)NC(=S)Nc2ccc(S(=O)(=O)Nc3ncccn3)cc2)c1 (centres undefined),11.5%,59.7%[activator],-8.9%,-3.9%,-14.0,?,-0.7
COc1ccc(OC)c(NC(=O)CSc2nc(=O)n(CCN3CCOCC3)c3c2CCCC3)c1,-1.6%,?,nt,-1.9%,nt,-9.1%,nt
C/C=C1/NN(CCCN2CCN(c3cccc(Cl)c3)CC2)C(=O)N1CCOc1ccccc1,nt,-15.7%,nt,1.7%,-9.6,-17.9%,13.4
O=C(C1CCCN(Cc2ccccc2F)C1)N1CCc2ccccc2C1 (centres undefined),7.5%,1.3%,-6.3%,0.6%,-11.8,19.6%,1.8
C/C(N)=C(/C#N)C(=O)CSc1nc(-c2ccccc2)c(-c2ccccc2)o1,-4.8%,-22.4%,0.2%,-2.1%,-6.9,6.8%,17.0
O=C(COc1ccc(S(=O)(=O)N2CCOCC2)cc1)NCc1ccccn1,7.2%,-17.2%,-15.8%,-6.3%,-26.1,-8.9%,-4.3
N=c1scc(-c2ccccc2)n1/N=C/c1ccco1,28.9%,?,-6.1%,-13.1%,71.9*,0.0%,45.8*
CCN1CCCC1CNC(=O)COc1cc(=O)n(C)c2ccccc12 (centres undefined),-2.6%,6.8%,-4.2%,4.3%,-4.9,-0.5%,-1.9
Cc1cc(-c2nnc(SCC(=O)Nc3cccc(Cl)c3)n2N)n[nH]1,9.3%,?,2.9%,-1.6%,6.1,-19.6%,1.1
C=C1CCc2c([nH]c3ccc(OCC(C)C)cc23)C1=O,4.9%,22.0%,-3.9%,-6.1%,-3.3,6.6%,1.6
C=CCOC(=O)C1=C[C@@H](c2ccc(C(F)(F)F)cc2)[C@H](CCCO)[C@@H](OCC)O1,3.1%,2.08µM*,2.8%,2.7%,-1.2,1.17µM*,0.3
Cc1nc(CSc2n[nH]c(=O)n2-c2cccc(F)c2)cs1,0.8%,25.5%,-0.8%,-3.0%,-2.1,-14.5%,-0.7
CCOC(=O)C(O)(c1cn(C)c2ccccc12)C(F)(F)F (centres undefined),-5.5%,?,6.1%,-4.7%,33.3,-13.1%,0.6
Cc1ccc(-c2nc(-c3cccnc3)sc2CC(=O)Nc2ccc3nc(C)sc3c2)cc1,-9.9%[11.6 µM],13.1µM*,-0.2%,-8.0%,-13.4,?,-1.8
C/C=C/c1ccc(OCc2cc(=O)n3cc(C)ccc3n2)c(OC)c1,-5.0%,?,2.8%,-0.5%,-6.7,?,0.8
COc1ccc(C(=O)N2CCN(c3ccc(N4CCOCC4)nn3)CC2)cc1OC,12.0%,?,nt,0.3%,nt,?,nt
O=C(COC(=O)CCC1CCCC1)Nc1ccc(Cl)cn1,-0.1%,33.5%[activator],-8.3%,-2.6%,-1.2,14.9%,4.9
O=C1OCC2=C1C(c1ccc(F)cc1)CC(=O)N2c1ccccc1 (centres undefined),nt,37.3%[activator],-9.4%,nt,1.0,41.4%[activator],4.0
Cc1cc(S(=O)(=O)NCC2CC2)c(Cl)cc1Cl,-0.7%,-6.0%,-1.3%,5.8%,-9.2,nt,-2.0
CCC(C)c1ccc(OCC(=O)Nc2ccc(CN3CCOCC3)cc2)cc1 (centres undefined),-9.0%,-0.6%,-2.1%,-4.0%,-4.8,-18.7%,10.6
CN1CCN(C(=O)c2ccc(OCCOc3ccccc3)cc2)CC1,-1.9%,-15.6%,1.2%,-4.2%,-6.7,35.8%[activator],-1.4
CCOC(=O)N1CCC(NC(=O)C(NC(=O)C2CCC(C)CC2)C(C)CC)CC1 (centres undefined),nt,?,4.6%,nt,13.5,nt,-2.0
COc1ccc(OCCCC(=O)OC(C)C(=O)Nc2ccc(S(N)(=O)=O)cc2)cc1 (centres undefined),1.4%,6.9%,nt,-2.4%,nt,-17.5%,nt
CCc1c(C)nc2ncnn2c1NCCc1ccc(OC)c(OC)c1,-8.5%,11.4%,-8.2%,-8.8%,10.4,?,-3.4
CCCC1CCCCN1 (centres undefined),nt,-1.6%,nt,-8.3%,nt,9.8%,nt
CCOC(=O)c1sc(NC(=O)C(CC)OC(=O)C(CC(C)C)NC(=O)c2ccccc2)nc1C (centres undefined),-1.9%,174.5%[activator],1.4%,3.9%,-6.0,-2.2%,1.4
C/C=C(\C)CN1CCN(c2ccccc2)CC1,-1.9%,nt,0.0%,3.9%,-21.0,nt,-4.3
CCOC(=O)c1[nH]c2ccc(F)cc2c1NC(=O)c1ccccc1C(=O)O,0.0%,71.6%[activator],-1.2%,2.7%,96.3*,50.6%[activator],43.2*
O=C(Nc1nccs1)c1ccc(Br)c(S(=O)(=O)N2CCOCC2)c1,45.1%[activator],-12.4%,9.2%,2.6%,2.7,?,-1.8
O=C(NCCCCNC(=O)c1ccc(Br)cc1)c1ccc(Br)cc1,20.0%,56.4%[activator],0.6%,25.4%,13.1,1.2%,-1.3
O=C(CN1C(=O)NC2(CCCC2)C1=O)NCC1CCCO1 (centres undefined),-8.8%,10.6%,2.2%,2.2%,-14.4,2.7%,-2.2
O=C(C#Cc1ccccc1)NCc1ccccc1F,17.2%,1.5%,-7.1%,-1.6%,67.2*,15.8%,20.9*
CN1CCC(CNC(=O)Nc2csc3ccccc23)CC1,23.8%,58.9%[activator],4.1%,-1.1%,36.2,-0.1%,24.9
COc1ccc(S(=O)(=O)N2CCOCC2)cc1C(=O)NCC(c1ccco1)N1CCCC1 (centres undefined),2.9%,-28.6%,nt,1.7%,nt,-19.2%,nt
O=C1CS/C(=N/N=C/c2ccccc2OS(=O)(=O)c2ccccc2)N1,30.5%[activator],?,3.6%,2.0%,-7.9,-26.8%,2.7
COc1cc(C2N(c3ccc(F)cc3)C(=O)C3CCCN32)cc(OC)c1OC (centres undefined),13.5%,4.3%,15.1%,-3.8%,-8.7,nt,5.3
CC(C)CC(=O)Nc1sc2c(c1C#N)CC(C)(C)NC2(C)C,-3.5%,?,1.2%,8.9%,-11.5,0.0%,0.2
CCOC(=O)Cc1csc(NC(=O)c2ccc(NC(C)=O)cc2)n1,11.4%,-16.9%,-1.7%,3.7%,28.9,-6.0%,3.9
CCC(c1nnc(SCC(=O)Nc2ccc(Cl)cc2C(F)(F)F)n1C1CCCCC1)N(C)C (centres undefined),-23.0%,?,3.3%,-12.1%,47.9,?,-0.9

# Single records, from the list above. Values in the order: AMA1-RON2 inh | Pf growth 96h | LmPK inh | TbPYK inhibitor | Shiga toxin inh | Pf growth 48h | Cycloheximide cs
# Record of CCC(c1nnc(SCC(=O)Nc2ccc(Cl)cc2C(F)(F)F)n1C1CCCCC1)N(C)C (centres undefined) = -23.0% | ? | 3.3% | -12.1% | 47.9 | ? | -0.9
# Record of CC(C)CC(=O)Nc1sc2c(c1C#N)CC(C)(C)NC2(C)C = -3.5% | ? | 1.2% | 8.9% | -11.5 | 0.0% | 0.2
# Record of O=C(Cn1cc2c(n1)CCCCC2)NC1CCCCCC1 = 5.9% | 13.6% | -2.7% | -3.0% | 42.5 | 45.4%[activator] | 21.5
# Record of O=C1CS/C(=N/N=C/c2ccccc2OS(=O)(=O)c2ccccc2)N1 = 30.5%[activator] | ? | 3.6% | 2.0% | -7.9 | -26.8% | 2.7

# More results.
SMILES,AMA1-RON2 inh,Pf growth 96h,LmPK inh,TbPYK inhibitor,Shiga toxin inh,Pf growth 48h,Cycloheximide cs
CC(C)(C)C1=Nn2c(nnc2-c2ccccc2F)SC1,7.2%,?,-4.4%,-11.8%,-17.1,?,-8.0
Nc1ccc(C(=O)N/N=C2\CCCc3c2[nH]c2ccccc32)cc1,39.1%[activator],?,0.0%,3.5%,25.5,?,24.9*
CCc1ccccc1N(C)S(=O)(=O)c1ccc(-c2cc(C)no2)s1,-5.0%,?,5.8%,-2.0%,12.3,?,-1.7
COc1cccc(N2C(=O)/C(=C\c3cccs3)NC2=S)c1,14.0%,9.3%,0.3%,-8.3%,18.6,-11.5%,15.0
O=C(CN1C(=O)C2CC=CCC2C1=O)Nc1nnc(SCc2ccc(Cl)cc2)s1 (centres undefined),-10.8%,5.8%,6.1%,-6.3%,-5.0,-10.0%,14.9
Cc1cc(Cl)ccc1OCC(=O)N/N=C/c1ccc(OC2OC(CO)C(O)C(O)C2O)cc1 (centres undefined),15.9%,-1.1%,1.8%,0.0%,18.6,-11.6%,0.7
O=C(N[C@@H](Cc1ccccc1)C(=O)CCl)OCc1ccccc1,0.0%,23.7%,nt,5.1%,nt,1.5%,nt
C=CCn1sc(N)c(C(=O)OCC)c1=S,-0.2%,-14.4%,0.1%,5.4%,-5.4,-2.5%,-10.1
COCC(=O)Nc1ccc(Br)cc1C,7.2%,5.86µM*,-2.6%,-3.2%,-3.4,11.9%[5.75 µM],5.0
Cc1ccc(Nc2nnc(SCC(=O)Nc3cccc(S(=O)(=O)NC4=NCCCCC4)c3)s2)c(C)c1,-1.5%,?,-0.1%,-6.4%,0.8,?,12.1
CCOC(=O)N1CCC(NCCNC(=O)c2cccc(F)c2)CC1,0.8%,36.7%[activator],nt,3.7%,nt,3.8%,nt
Cc1ccc(NC(=O)COC(=O)CN2C(=O)COc3ccccc32)cc1,9.6%,9.9%,0.5%,2.8%,-8.8,nt,5.6
CC(Cc1ccsc1)NC(=O)CCc1nnc(CCc2ccccc2)o1 (centres undefined),-2.4%,?,-0.5%,-3.6%,-2.0,-5.0%,0.6
Cc1cc(C)cc(C(=O)Nc2nnc(SCC(=O)NCC3CCCO3)s2)c1 (centres undefined),-12.6%,34.1%[activator],2.6%,-2.9%,-7.8,5.7%,-1.1

# Compound activity deposited in PubChem BioAssay by National Center for Advancing Translational Sciences (NCATS).
